S1P4 agonist = S1P4 receptor agonists, primary screen, cell-based. Sphingosine 1-phosphate receptor 4 (Homo sapiens), O95977. S1P4-expressing cell line, agonist reporter assay. activation, % at 4.98 µM. 220,000 compounds, 0.35% hits. AID 1509, 2009; in the data active means activation above about 11%;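 further: 0% = DMSO vehicle and 100% = reference agonist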
Target sequence (O95977 whole entry, looked up): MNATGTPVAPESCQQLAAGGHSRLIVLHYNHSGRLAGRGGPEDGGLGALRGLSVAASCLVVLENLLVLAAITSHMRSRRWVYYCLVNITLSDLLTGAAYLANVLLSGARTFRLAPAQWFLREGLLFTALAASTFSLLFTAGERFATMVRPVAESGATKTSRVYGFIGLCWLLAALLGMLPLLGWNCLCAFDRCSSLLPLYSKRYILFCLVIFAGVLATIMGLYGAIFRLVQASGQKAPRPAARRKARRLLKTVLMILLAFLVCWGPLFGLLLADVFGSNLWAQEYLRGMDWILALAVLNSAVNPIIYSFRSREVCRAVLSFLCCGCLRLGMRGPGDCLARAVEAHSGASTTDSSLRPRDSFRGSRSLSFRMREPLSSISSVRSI
PERK inh = block of dimerizer-induced PERK translation repression, primary screen, PERK inhibitor project, CHO PERK-DD cells, SEAP luminescence, HTS; inhibition, % at 5.6 µM; 220,000 compounds, 0.17% hits; AID 1416, 2008; CHO PERK-DD fusion, SEAP luminescence translation reporter;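 active means inhibition above the mean inhibition of all tested compounds plus 3 SD, set separately per screening campaign, cut at about 2.9% in these data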;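 further: PERK kinase domain activated by AP20187 dimerizer at 100 nM; 0% = DMSO with dimerizer and 100% = rapamycin at 8.4 µM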
Mdm2 ligase inh = MDM2-luciferase reporter signal enhancers, primary screen, MDM2 E3 ligase inhibitor project, cell-based, luminescence, 1536-well. cell-based MDM2 ubiquitination luciferase reporter, 2 h; 0 = plate control, 100 = twice control, blank-subtracted. AID 1230, 2008. 210,000 compounds, 0.11% hits. E3 ubiquitin-protein ligase Mdm2 (Homo sapiens), Q00987. signal enhancement, % at 5 µM;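 active means signal enhancement of 30% or more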;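 further: luminescence tracks abundance of the self-degrading MDM2-luciferase fusion protein; higher signal means inhibition of MDM2 E3 ligase activity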
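Test system: stable mammalian line carrying autodegrading MDM2–luciferase fusion reporter; quantity: 2000 cells in each well; times: 4 h cell settling then 2 h compound exposure, 37 °C; detection: luminescence with SteadyLite reagent, 15 min at room temperature; evaluation: percent signal gain over controls, blank-subtracted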
Wee1 degr inh = Wee1 degradation inhibitors, primary screen, cell-based, HeLa, Wee1K328M-luciferase, luminescence | HeLa Luc-Wee1K328M stability; 100% = proteasome inhibitor MG132 effect | reporter increase, % at 5 µM | Wee1-like protein kinase (Homo sapiens), P30291 | 220,000 compounds, 1.2% hits;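 active means activation above the mean of all tested compounds plus 3 SD, set per screening run, cut at about 8.8% in these data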;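 further: cells exposed to compound for 20 h before luminescence read; 0% = DMSO alone and 100% = MG132 at 30 µM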
Target sequence (P30291 whole entry K328M): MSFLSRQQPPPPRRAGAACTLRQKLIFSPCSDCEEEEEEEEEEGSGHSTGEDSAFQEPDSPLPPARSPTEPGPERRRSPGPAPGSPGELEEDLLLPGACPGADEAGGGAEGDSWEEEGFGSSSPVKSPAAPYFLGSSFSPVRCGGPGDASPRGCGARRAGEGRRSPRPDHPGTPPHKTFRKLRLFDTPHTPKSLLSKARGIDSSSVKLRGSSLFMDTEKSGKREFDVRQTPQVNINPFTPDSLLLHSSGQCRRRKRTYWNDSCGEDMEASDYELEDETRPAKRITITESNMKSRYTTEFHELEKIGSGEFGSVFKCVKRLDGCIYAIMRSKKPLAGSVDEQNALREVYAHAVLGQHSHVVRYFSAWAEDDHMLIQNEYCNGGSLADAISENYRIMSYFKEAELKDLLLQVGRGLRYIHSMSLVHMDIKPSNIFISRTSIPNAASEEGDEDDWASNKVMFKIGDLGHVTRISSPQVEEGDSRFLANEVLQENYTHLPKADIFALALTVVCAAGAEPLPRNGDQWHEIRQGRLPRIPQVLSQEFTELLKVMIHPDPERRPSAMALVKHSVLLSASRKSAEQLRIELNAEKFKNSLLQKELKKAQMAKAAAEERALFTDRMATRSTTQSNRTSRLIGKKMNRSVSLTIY
S1P4 antag = S1P4 receptor antagonists, primary screen, cell-based; 220,000 compounds, 0.26% hits; S1P4-expressing cells, antagonist mode, reporter read-out; inhibition, % at 4.98 µM; in the data active means inhibition above about 29%;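 further: 0% = wells stimulated with agonist and 100% = vehicle wells without agonist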
Ba/F3 V617F tox = reduced viability of JAK2V617F-dependent Ba/F3 cells, primary screen, JAK2V617F inhibitor project, cell-based, Ba/F3 EpoR-JAK2V617F, luminescence. ATP luminescence. inhibition, % at 5.6 µM. 220,000 compounds, 1.1% hits. AID 1446, 2008;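 active means inhibition above the campaign mean plus 3 SD over all tested compounds, cut at about 24% in these data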;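 further: cytokine-independent growth of Ba/F3 cells driven by EpoR plus mutant JAK2; 0% = DMSO-treated cells and 100% = JAK inhibitor I control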
BaF3 tox = parental Ba/F3 cell viability inhibition, counter-screen for JAK2V617F inhibitor project, murine pro-B, CellTiter-Glo luminescence | CellTiter-Glo ATP luminescence | inhibition, % at 5.6 µM | 220,000 compounds, 1.1% hits;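 active means inhibition above a per-campaign cutoff, the mean inhibition of all tested compounds plus 3 SD, cut at about 27% in these data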;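 further: 0% = DMSO wells and 100% = JAK Inhibitor I control wells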
NPY2 pot ag = NPY-Y2 potentiators or agonists, primary screen, cell-based; activation, % at 3.6 µM; Neuropeptide Y receptor type 2 (Homo sapiens), P49146; 220,000 compounds, 0.45% hits; cells expressing NPY-Y2, potentiator/agonist read-out; in the data active means activation above about 27%;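 further: cells stimulated with NPY near EC25 plus isoproterenol at EC100; 0% = vehicle plus submaximal agonist and 100% = vehicle plus saturating agonist; some results beyond the cut were filed as inactive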
eIF4E-4G inh = eIF4E–eIF4G protein interaction inhibitors, primary screen, biochemical, uHTS, TR-FRET, eIF4GI fragment; TR-FRET eIF4E-eIF4GI(517-606) binding, 2 h; inhibition, % at 21.7 µM; 220,000 compounds, 0.37% hits; AID 782, 2007;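 active means inhibition above about 30%, limit read from the data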;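 further: 0% = full FRET control wells and 100% = background wells lacking eIF4GI fragment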
* = called active by the depositor; x = no result given; [ ] = remark or other dose.

SMILES	S1P4 agonist	PERK inh	Mdm2 ligase inh	Wee1 degr inh	S1P4 antag	Ba/F3 V617F tox	BaF3 tox	NPY2 pot ag	eIF4E-4G inh
O=C(CSc1ccc(-c2ccncc2)nn1)N1CCCC1	-1.0	-0.6	-20	0	1	5	6	-2	1
COc1ccccc1N1CCN(Cc2ccco2)CC1	-0.6	-0.3	-13	0	-9	1	1	-4	x
CCOC(=O)C1=C(O)/C(=C/c2ccc(OCC(=O)O)c(OC)c2)SC1=Nc1ccc(OCC)cc1	2.1	0.4	-5	0	-15	1	4	10	3
CC(C)NC(=O)NC(=O)COC(=O)c1ccc(OC(F)(F)F)cc1	1.1	-0.1	-6	2	-15	-1	4	2	-1
CC1CCc2c(sc3ncnc(NCc4cccnc4)c23)C1 (centres undefined)	0.0	-0.5	-13	-3	-2	3	6	-3	-1
Cc1nnsc1SCC(=O)O	-1.4	1.9	-7	6	-10	-3	6	6	2
Oc1ccc(/C=N/Nc2cc(N3CCOCC3)nc(N3CCOCC3)n2)cc1O	-0.8	-0.3	-3	-1	7	23	8	-6	-9
CN(CC(=O)Nc1cccc2ccccc12)c1ccc(S(=O)(=O)N2CCOCC2)cn1	3.6	-1.2	-3	4	1	-1	8	-2	4[fluorescence artefact?]
CC(=O)c1c(C)nc(-c2cccc([N+](=O)[O-])c2)n1O	0.4	0.9	-18	3	10	0	4	8	2
CC1CC(=O)N(c2ccc(NCCc3ccccc3)c([N+](=O)[O-])c2)C1=O (centres undefined)	-0.5	-0.7	-18	3	-13	1	3	4	1
CNc1nc(-c2ccccc2)nc(-c2ccc(OC)cc2)c1C#N	-0.3	0.5	-6	2	-23	-2	-2	8	1
Cc1ccccc1N(CC(=O)N/N=C/c1ccccc1Cl)C(=O)c1ccccc1	-3.6	0.7	-20	0	4	0	4	16	5
COc1cccc(NC(=O)N(Cc2ccco2)C(C)c2cccs2)c1 (centres undefined)	-3.5	-0.6	-21	-2	4	-2	3	15	4[fluorescence artefact?]
COc1ccccc1NS(=O)(=O)c1cccc(C(=O)NN=C2CCCCCC2)c1	0.4	0.2	-11	1	-18	0	3	-3	7[fluorescence artefact?]
COc1ccc(NC(=S)NNC(=O)COc2ccc(Cl)cc2Cl)cc1	3.0	0.3	0	-3	-21	-2	4	7	0[fluorescence artefact?]
Cc1nc2cc(C(F)(F)F)ccc2n1C	0.2	0.1	-13	0	-5	-1	0	1	0
CC1CN(C(=O)COC(=O)c2cc(Cl)ccc2Cl)CC(C)O1 (centres undefined)	-2.8	-0.4	-28	-1	-15	3	1	-1	2
Cc1ccc(S(C)(=O)=O)cc1S(=O)(=O)Nc1ccccc1	0.8	1.6	-2	-4	-11	0	4	-3	2[fluorescence artefact?]
CCn1ccc(C(=O)NC2C(=O)N3C(C(=O)O)=C(C)CSC23)n1 (centres undefined)	0.5	1.1	11	2	-20	2	-1	5	-3
O=C(NCc1ccccc1)c1cccc(COc2cccc(Cl)c2)c1	-0.8	0.2	-9	-4	-20	-5	-1	-13	-2
O=C1CC(c2cccs2)Cc2nc(NCC3CCCO3)ncc21 (centres undefined)	-0.1	-0.7	-16	-3	-8	4	3	-8	9
O=C(OCc1csc(-c2ccccc2)n1)c1ccc(O)cc1	-0.3	1.2	12	-2	0	-1	-1	9	8
COc1ccc(-c2nc3c4ccccc4ccn3c2CN2CCCCC2)cc1	1.9	-0.3	-13	-2	-12	1	10	-28	-1
COc1ccc(N(CC(=O)NCc2ccc(C)cc2)S(=O)(=O)c2ccccc2[N+](=O)[O-])c(OC)c1	1.0	-1.0	-19	-2	5	11	18	-12	0
COc1cc2[nH]cc(C(=O)NCCc3ccccc3)c(=O)c2cc1OC	3.1	-1.1	2	3	-15	5	5	-23	2
Other structures
SMILES	S1P4 agonist	PERK inh	Mdm2 ligase inh	Wee1 degr inh	S1P4 antag	Ba/F3 V617F tox	BaF3 tox	NPY2 pot ag	eIF4E-4G inh
CC1=CCC(/C=N\Nc2nnc3c(n2)[nH]c2ccccc23)CC1 (centres undefined)	0.7	-0.1	-10	1	-15	-4	2	-1	-9
O=C(N/C(C(=O)N1CCOCC1)=C(\Sc1ncccn1)c1ccccc1)c1ccccc1	-0.2	-0.1	-11	-1	-8	-2	6	-1	-8
CN(CC(=O)NCc1ccco1)S(=O)(=O)c1cccc2cccnc12	-4.0	0.1	-9	-1	-15	4	6	-7	1[fluorescence artefact?]
CCC(C)[C@H](N)c1cn([C@@H](Cc2cc3ccccc3[nH]2)C(=O)N2CCNCC2)nn1 (some centres undefined)	1.3	0.8	x	0	12	0	-5	-23	-2
O=C(COC(=O)CCC(=O)c1cccs1)NCc1ccc(Cl)cc1	0.6	0.6	1	2	-9	-4	1	-4	3
O=C(NC1CC1)c1cc2c(F)cccc2s1	1.0	1.3	-6	-2	-3	3	9	-5	2
CCN(CC(=O)Nc1cccc(C(C)=O)c1)S(=O)(=O)c1ccc(OC)cc1	-2.9	-0.7	1	8	-7	2	3	1	-2
O=C(NCc1nnc(SCC(=O)N2CCOCC2)o1)c1c(F)cccc1Cl	1.3	0.4	-8	4	-13	-1	6	-8	-1
Nc1nc2n(n1)C(c1cccs1)CC(c1ccc(Br)cc1)N2 (centres undefined)	0.3	-0.4	-12	-1	8	1	8	-29	-2
Cc1onc(-c2ccccc2)c1C(=O)Nc1ccnn1C1CCCCC1	0.3	-0.6	5	0	-1	0	5	3	-3
C[C@H](NC(=O)Cc1cccc2ccccc12)C(=O)NCc1ccccc1	1.7	-0.2	3	-3	-22	-2	2	1	1
CC(C)CC(=O)Nc1ccc(-c2nc3ccccc3c(=O)[nH]2)cc1	1.7	-0.5	-29	13*	-5	3	3	-3	-3
COc1ccc(S(=O)(=O)N(CC(=O)NC2CC2)c2ccc(C)cc2)cc1	-0.1	0.4	-17	-1	4	4	8	-3	-1
CCOc1ccc(/C=C(/NC(=O)c2ccccc2)C(=O)NCCC(=O)O)cc1	1.3	1.1	12	-2	-20	-3	0	-2	-4
CCCS(=O)(=O)N1CCN=C1SCc1ccc(C)cc1	0.1	1.3	-23	1	-8	-1	2	-2	0
CCOc1ccc(N(C(C)C(=O)Nc2ccc(OC)cc2)S(C)(=O)=O)cc1 (centres undefined)	-0.6	-0.3	-7	-1	-3	-4	1	12	2
O=C(CNC(=O)c1ccccc1Cl)OCC(=O)N1CCc2ccccc21	1.1	0.5	-4	1	-9	0	2	9	0
O=C(CCCn1c(=O)c2ccccc2n(Cc2cccc(F)c2)c1=O)NC1CCN(Cc2ccccc2)CC1	-0.9	0.7	0	0	-3	-2	-1	-5	1
CSc1ccc(/C=N/NC(=O)c2ccc(C)c(C)c2)cc1	0.9	-1.7	-6	1	-1	2	2	-4	-1
Clc1ccc(CSc2snnc2-c2ccccc2)cc1	-1.9	0.4	-16	2	-6	1	0	-11	-9
C=COCCNC(=O)Nc1ccc(Cl)c(Cl)c1	0.8	-0.2	-15	0	-15	0	-1	10	2
CCOC(=O)CSc1nc(C(C)(C)C)nc2ccccc12	-1.8	1.1	-6	1	-10	-1	7	-11	-2
COc1cc(C(=O)NC(C)c2cnn(-c3ccccc3C)c2C)cc(OC)c1OC (centres undefined)	0.6	0.0	0	-2	-9	-5	7	-3	-2
COc1ccccc1-c1cc(C(=O)NCCCn2ccnc2)no1	-1.3	-1.5	2	-2	2	-2	5	1	1
Cc1ccccc1OCCOc1ccc([N+](=O)[O-])cc1/C=N/n1cnnc1	1.6	2.1	-7	-4	-19	1	5	1	4
(continued)
SMILES	S1P4 agonist	PERK inh	Mdm2 ligase inh	Wee1 degr inh	S1P4 antag	Ba/F3 V617F tox	BaF3 tox	NPY2 pot ag	eIF4E-4G inh
Cc1ccc(NC(=O)Cc2ccc3c(c2)OCCO3)cc1S(=O)(=O)N1CCCCC1	0.1	0.4	x	-2	-21	2	1	-8	-9
CCc1cccc(OCC(=O)Nc2ccc(S(=O)(=O)Nc3ccccn3)cc2)c1	1.8	0.1	-2	-1	-7	-3	-1	-2	1
O=C(Nc1ccc([N+](=O)[O-])cc1)C(Cc1ccccc1)N1C(=O)c2cccc3cccc(c23)C1=O (centres undefined)	0.5	0.8	-1	0	-13	5	0	3	12
C=CCn1c(=O)[nH]c2cc(C(=O)N3CCN(c4cccc(Cl)c4)CC3)ccc2c1=O	2.4	-0.7	-15	-1	-11	2	6	-13	2
Cc1ccccc1Oc1nc(-c2ccccn2)nc2ccccc12	0.4	0.4	-4	-3	-10	0	-2	-9	-1
CC(Sc1nc(N)cc(=O)[nH]1)C(=O)NC1CCCCC1 (centres undefined)	1.3	0.3	-8	-1	2	1	5	-10	-13[fluorescence artefact?]
CCCCN(C(=S)NC(=O)c1cc(OC)c(OC)c(OC)c1)c1c(N)n(Cc2ccccc2)c(=O)[nH]c1=O	0.9	1.0	0	4	-25	-5	-2	5	21
CC(=O)N(Cc1ccccc1)Cc1cn(CCC#N)nc1-c1cccc([N+](=O)[O-])c1	-0.7	0.7	-11	-3	2	1	8	8	2
CCCCC(=O)N(Cc1nc2sc(C)c(C)c2c(=O)[nH]1)C1CCCC1	0.3	-0.6	1	0	11	0	0	-16	0
Cc1onc(-c2ccccc2)c1C(=O)NNC(=S)NC(=O)/C=C/c1cccs1	-2.6	0.4	-19	-1	1	0	6	4	-1[fluorescence artefact?]
CN(C)CCN1C(=O)C(O)=C(C(=O)c2cc3ccccc3o2)C1c1cccc(Br)c1 (centres undefined)	1.0	-0.2	-8	-2	0	-5	-5	-18	2
COc1ccccc1NC(=O)CCSc1nnnn1C	-0.8	0.4	5	1	-14	2	4	-2	-1
Cc1nsc(Nc2ccccc2)c1C#N	-0.2	0.7	-16	0	-11	-1	3	2	-2
CN(C)CCCNC(=O)c1cc(C(=O)c2ccc(F)cc2)c[nH]1	-1.4	0.9	-5	-1	3	-5	-3	11	1
CCOC(=O)/C(C#N)=C/Nc1cc(F)ccc1C	0.9	0.6	-9	-1	8	-3	-1	-6	2
CC(=O)N(c1c(C)n(C)n(-c2ccccc2)c1=O)C1(C(=O)NC2CCCCC2)CCCCC1	-1.0	-0.3	5	1	-19	3	7	-1	-11[fluorescence artefact?]
CCN=C(NCC)SC1CC(=O)N(c2cccc(OCC)c2)C1=O (centres undefined)	-1.4	0.4	-6	-1	3	0	1	16	4
CCOC(=O)C1CCN(C(=O)CCNC(=O)c2cc(OC)c(OC)c(OC)c2)CC1	0.1	-0.2	-7	0	3	1	7	22	-3
CCOC(=O)N1CCN(C2CC(=O)N(c3ccccc3)C2=O)CC1 (centres undefined)	1.4	0.7	-15	0	-12	-3	1	4	-6[fluorescence artefact?]

Marked active in Wee1 degr inh, of those listed so far:
Compound	S1P4 agonist	PERK inh	Mdm2 ligase inh	Wee1 degr inh	S1P4 antag	NPY2 pot ag	eIF4E-4G inh
CC(C)CC(=O)Nc1ccc(-c2nc3ccccc3c(=O)[nH]2)cc1	1.7	-0.5	-29	13*	-5	-3	-3

From PubChem BioAssay
